# Bioassay records from PubChem.
# aSyn tox rescue: rescues yeast growth from alpha-synuclein toxicity | AID 1347070 | 94,000 tested, 0.02% active | S. cerevisiae alpha-synuclein toxicity rescue, BacTiter-Glo growth, 24 h | Potency, µM (highest dose often 46.1 µM), for the others: at the highest dose growth rescue (activation), usual class: activators; active = well fitted activation curve with a large enough effect; inconclusive = small, poorly fitted or top-dose-only effect; note: 0% is about no effect
#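 Growth restoration measured by BacTiter-Glo luminescence after 24 hr at 30 deg C; alpha-synuclein yeast, raffinose-pregrown to mid-log, were added at OD600=0.02 in galactose medium onto pinned compounds.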
# * = called active by the depositor; u = inconclusive; & = joins results of further samples. Potency is the fitted concentration of half-maximal effect. This is a subset; count on the stated rates, not on these rows.
SMILES,aSyn tox rescue
Cc1ccc(C2C=C(c3ccc(F)cc3)Nc3nc(CCCO)nn32)cc1 (configuration not stated),1%
COc1ccc(CCNC(=O)c2cnn(-c3ccc(F)cc3)c2C2CCN(C(=O)OC(C)(C)C)CC2)cc1OC,10%
O=C1NC(c2ccccc2)Nc2c1sc(=S)n2-c1ccccc1 (configuration not stated),-1%
CCOC(=O)Cn1c(=O)n(-c2ccc(Cl)cc2)c2nc(-c3ccc(Cl)cc3)nc(C(N)=O)c21,-5%
CCOc1ccccc1CNS(=O)(=O)c1ccc(-c2coc(C)n2)cc1,8%
CCc1noc(C)c1C(=O)N(C)CC(=O)Nc1ccccc1Br,3%
COc1ccc(CCn2c(C)cc(C(=O)COC(=O)c3cnc(C)cn3)c2C)cc1,3%
CCCS(=O)(=O)N1CC(=O)N(c2ccccc2C)C(C)(C(=O)NC2CCCCC2)C1 (configuration not stated),-6%
CCOc1ccc(C2C(=O)N(C3CCCCCC3)CC(=O)N2CCc2ccc(OC)c(OC)c2)cc1OC (configuration not stated),0%
Cc1cccc(NC(=O)Cn2c(=O)oc3cc(S(=O)(=O)NCc4ccccc4)ccc32)c1,3%
COc1cc(CC(=O)C(=O)O)oc(=O)c1,-7%
CN(C(=O)c1ccc(Br)o1)C1CCS(=O)(=O)C1 (configuration not stated),-2%
CCc1noc(-c2ccc(NC(C)c3ccccc3)c([N+](=O)[O-])c2)n1 (configuration not stated),9%
Cc1ccc(C(C)(c2ccc(N)cc2)c2ccc(N)cc2)cc1,4%
CCCCNC(=O)c1c(-c2ccccc2)c(-c2ccccc2)nn(C)c1=O,-21%

# Retrieved by compound from above (3):
SMILES,aSyn tox rescue
CCOC(=O)Cn1c(=O)n(-c2ccc(Cl)cc2)c2nc(-c3ccc(Cl)cc3)nc(C(N)=O)c21,-5%
CCc1noc(C)c1C(=O)N(C)CC(=O)Nc1ccccc1Br,3%
COc1ccc(CCn2c(C)cc(C(=O)COC(=O)c3cnc(C)cn3)c2C)cc1,3%

# Additional records
SMILES,aSyn tox rescue
CCOC(=O)c1c(NC(=O)CSc2cn(CCNC(=O)c3c(F)cccc3F)c3ccccc23)sc2c1CCC2,4%
CCN(CC)S(=O)(=O)c1ccc(NC(=O)c2ccc(Cl)nc2)cc1,13%
CCOC(=O)c1nnc2c(-c3ccc(Cl)cc3)c(C)nn2c1C,5%
Cc1ccc(-c2nc(C)c(CCNC(=O)c3ccco3)s2)cc1,-19%
COc1ccc(C(=O)CCC(=O)Nc2cc(C)ccc2C)cc1,2%
COc1cc(Cl)c(S(=O)(=O)NCCc2c(C)[nH]c3c(C)cccc23)cc1Cl,-9%
COc1cc(NC(=O)CSc2nnc3ccc(-c4ccncc4)nn23)cc(OC)c1,-8%
S=c1[nH]nc(CCSCc2ccccc2)n1-c1ccccc1,9%
Cc1ccccc1NC(=O)Cc1nc(COC(=O)CCNS(=O)(=O)c2ccccc2)cs1,1%
O=C(O)c1ccc(Cl)c(NC(=O)C2CCN(S(=O)(=O)c3cccs3)CC2)c1,-5%
COc1cc(CN(C(=O)c2ccccc2F)C2CCS(=O)(=O)C2)cc(OC)c1OC (configuration not stated),0%
CCOC(=O)C1=C(CN2CCOCC2)NC(=O)NC1c1cccc([N+](=O)[O-])c1 (configuration not stated),-1%
CCc1cccc(C)c1NS(=O)(=O)c1ccc(-n2cccn2)cc1,11%
Cc1ccc(CSC2=Nc3ccccc3C3=NC(CC(=O)NCc4cccs4)C(=O)N23)cc1 (configuration not stated),2%
O=C(OCc1cccc(C(F)(F)F)c1)c1cc(S(=O)(=O)N2CCOCC2)ccc1F,-3%
CCCCNC(=O)Cn1cnc2sc(C)c(S(=O)(=O)N3CCN(c4ccccc4OC)CC3)c2c1=O,-2%&0%
COc1ccc(S(=O)(=O)N2CCN(C(=O)c3ccc(C)o3)CC2)cc1,0%
COc1ccc(OCC(=O)NCc2ccc3c(c2)CCN3C(=O)c2ccccc2)cc1,-4%
Cc1ccc(C)c(NC(=O)c2ccc3c(c2)CCN3S(C)(=O)=O)c1,-11%&4%
O=C(NCc1cccs1)c1ccc(Cn2c(SCc3ccc(F)cc3)nc3cccnc32)cc1,-6%
CCSc1nc2n(n1)C(c1ccc(CC)cc1)C(C(=O)Nc1ccccc1OC)=C(C)N2 (configuration not stated),-5%
O=C1CNC(=O)/C(=C/c2ccco2)N1,-7%
CCN(CC)S(=O)(=O)c1ccc(NC(=O)CN(c2ccccc2)S(=O)(=O)N(C)C)cc1,-2%
Cc1ccc(CNC(=O)c2sc3nc(C)cc(C)c3c2-n2cccc2)cc1,4%
Cc1ccc(-c2c[nH]c(=S)n2-c2ccccc2F)cc1,1%
O=c1nc2c(-c3ccc(F)cc3Cl)n[nH]n2c2ccccc12,-9%
COc1ccccc1NC(=O)CN1C(=O)c2cccc3cccc1c23,1%
Cc1sc(C(=O)Nc2ccc3ccccc3c2)cc1CC(=O)O,2%
Cc1ccc([C@@H]2C[C@H]3[C@@H](CN2S(=O)(=O)c2ccc(C)cc2)C(=O)C[C@@H](c2ccc(Cl)cc2)N3S(=O)(=O)c2ccc(C)cc2)cc1,-4%
COc1ccc(C2=NN(CCC(=O)NC3CCCCC3C)C(=O)CC2)cc1 (configuration not stated),4%

# As a working copy, some entries already given:
SMILES,aSyn tox rescue
CCCCNC(=O)Cn1cnc2sc(C)c(S(=O)(=O)N3CCN(c4ccccc4OC)CC3)c2c1=O,-2%&0%
COc1ccc(S(=O)(=O)N2CCN(C(=O)c3ccc(C)o3)CC2)cc1,0%
COc1ccc(OCC(=O)NCc2ccc3c(c2)CCN3C(=O)c2ccccc2)cc1,-4%
Cc1ccc(C)c(NC(=O)c2ccc3c(c2)CCN3S(C)(=O)=O)c1,-11%&4%
O=C(NCc1cccs1)c1ccc(Cn2c(SCc3ccc(F)cc3)nc3cccnc32)cc1,-6%

# Additional records:
SMILES,aSyn tox rescue
CCOc1cc(S(=O)(=O)n2nc(C)cc2C)ccc1Br,7%
Cc1ccccc1Cn1nc(C)c(NC(=O)C2c3ccccc3Oc3ccccc32)c1C,-5%
Cc1ccc(CNC(=O)c2ccc(N3CCCC3)c(NC(=O)Nc3ccc(C)cc3)c2)cc1,-5%
Cc1cn2c(=O)cc(COc3ccc(NC(=O)c4ccc(C(C)(C)C)cc4)cc3)nc2s1,8%
CCOc1ccc(-c2nc(C(N)=O)c3c(n2)n(-c2ccc4c(c2)OCO4)c(=O)n3CC)cc1,0%
O=C(CN1CCCCC1)NC(=O)NC1CCCC1,-9%
CC(C)C(C(=O)NCc1ccco1)N(CC1CCCO1)C(=O)CNS(=O)(=O)c1ccccc1 (configuration not stated),-10%
CC(O)c1nc2c(c(=O)n(C)c(=O)n2C)n1C (configuration not stated),6%
COc1ccc(C(=O)Nc2nc3ccccc3[nH]2)cc1,-28%
COc1cccc(Cn2c(-c3nonc3NC(C)=O)nc3ccccc32)c1,3%
CCOc1ccc(C2CC(=O)N(c3cccc(F)c3)C3=C2C(=O)OC3)cc1 (configuration not stated),6%
COc1ccc(CC(=O)Nc2nc(-c3ccc(OC)c(OC)c3)cs2)cc1OC,12%
Cc1sc2nc(CSC(C)C(=O)NC3(C#N)CCCCC3)[nH]c(=O)c2c1C (configuration not stated),7%
CCCOc1ccc(Oc2nc(NC)nc(N3CCOCC3)n2)nn1,-2%
Cc1cc(N2CCCC2=O)ccc1S(=O)(=O)NC1CCCCC1,-4%
COc1ccc(CCNC(=O)CN(CCc2ccccc2)S(C)(=O)=O)cc1OC,8%
CC(=O)N=c1c(C#N)cc2c(=O)n3ccccc3nc2n1CCCOC(C)C,16%
CCOc1ccc2nc(N(Cc3cccnc3)C(C)=O)sc2c1,u
COc1cccc(C2c3c(-c4ccccc4O)n[nH]c3C(=O)N2CCc2ccc(OC)c(OC)c2)c1 (configuration not stated),0%
CCc1ccccc1Nc1cc(C(=O)NCc2ccc(C)cc2)c2ccccc2n1,-3%
COc1cc2c(cc1OC)C(C)N(C(=O)c1cccc([N+](=O)[O-])c1)CC2 (configuration not stated),u
O=C(CSc1nc2ccccc2n1CC(=O)N1CCCCC1)N1CCCCC1,14%
CC(C)N(Cc1ccccc1)C(=O)CN1C(=O)COc2ccc(S(=O)(=O)N3CCCCCC3)cc21,1%
COc1ccc(N2CCN(C(=O)c3cc4c(-c5ccccc5F)nn(C)c4s3)CC2)cc1,9%
COc1ccc2c(c1)C(C)=CC(C)(C)N2S(=O)(=O)c1ccc(C)cc1,u
CCc1ccccc1N(CC)C(=O)C1CCN(c2ncnc3c2nc2n3CCCCC2)CC1,18%
COc1cc(-c2nnc(SCC(=O)Oc3ccccc3)o2)cc(OC)c1OC,12%
COc1ccc(C(CNC(=O)c2ccc(C)cc2)N2CCOCC2)cc1 (configuration not stated),8%
CCCCNC(=O)NC1CCCC1,-11%
O=C1c2cccc3cccc(c23)C(=O)N1CC1CCCO1 (configuration not stated),-6%
C[n+]1cc(-c2ccccc2)oc1-c1ccccc1,-4%
Cc1ccc(OCc2cc(=O)n3ccsc3n2)c(NC(=O)c2ccco2)c1,3%
Cc1ccc(CNC(=O)COc2ccc(S(=O)(=O)N3CCOCC3)cc2)cc1,-8%
CCCCOC(=O)c1c(N)n(-c2ccc(OC)cc2OC)c2nc3ccccc3nc12,-1%
COc1ccc(C(=O)N/C(=C\c2cn(S(=O)(=O)N(C)C)c3ccccc23)C(=O)N2CCN(C)CC2)cc1OC,1%
COc1ccc(CC(=O)N/N=C(\C)CC(=O)Nc2ccc(N(C)C)cc2)cc1,-7%
COc1ccc(N(C)C(=O)CCS(=O)(=O)c2cccc3nsnc23)cc1,-8%
CC(=O)c1cccc(NCc2ccccc2-c2nnc(-c3ccccc3)o2)c1,0%
CCc1ccc(C2=CC(c3cccc(C)c3)n3c(nc4ccccc43)N2)cc1 (configuration not stated),-7%
Cc1ccc(CNS(=O)(=O)c2ccc3[nH]c4c(c3c2)CCCC4)cc1,9%
Cc1cc(Nc2cccc(C(F)(F)F)c2)nc2ccc(NC(=O)c3cccnc3)cc12,-16%
O=C(COC(=O)c1cc(=O)[nH]c2ccccc12)c1cccs1,-7%
C[C@@H]1CN([C@H](C)CO)C(=O)CCCn2cc(nn2)CO[C@H]1CN(C)C(=O)Cc1ccccc1,-9%
COc1ccc(NC(=O)c2coc(C)c2)cc1,-2%
O=C(Nc1cccc(Cl)c1)c1cc(-c2ccc3c(c2)OCO3)on1,-9%
Cc1nc2nc(SCC(=O)Nc3cccc(Cl)c3)nn2c(C)c1Cc1ccccc1,5%
Cc1ccc2c(c1)c1c(c(=O)n(-c3ccccc3)c(=O)n1Cc1ccccc1C)n2C,9%
Cc1ccc(CNC(=O)c2ccccc2NC(=O)c2nsc3ccccc23)cc1,-3%
C[C@@H]1CN([C@H](C)CO)C(=O)CCCn2nncc2CO[C@@H]1CN(C)C(=O)Nc1ccnc(N2CCOCC2)c1,4%
CCOC(=O)c1c(NC(=O)c2cc(CC(C)C)on2)sc(C(C)=O)c1C,2%&-7%
Cc1ccc(C(=O)NC2CCN(S(=O)(=O)c3ccccc3)CC2)cc1,14%
Cc1cc(C(=O)NCc2ccccc2C)c2c(C)nn(-c3cccc(F)c3)c2n1,6%
O=C(C1COc2ccccc2O1)N1CCN(c2nc3ccc(F)cc3s2)CC1 (configuration not stated),24%
CCOc1ccccc1NC(=O)C(NS(=O)(=O)c1cccc2nsnc12)c1ccccc1 (configuration not stated),1%
COc1cccc(CNC(=O)Cn2c(SCC(=O)Nc3ccc(F)cc3)nc3ccccc32)c1,-3%
O=C(NNC(=O)c1cccs1)c1ccc(F)cc1,-1%
CCCCNC(=O)CSc1nc(N)c(C(=O)Nc2ccc(OC)cc2)s1,11%
CCCN1C(=O)C2(c3ccccc31)c1c(oc3ccccc3c1=O)C(=O)N2CCCOC(C)C (configuration not stated),14%
CCS(=O)(=O)c1cccc(C(=O)N2CCN(c3nc4c(C)ccc(Cl)c4s3)CC2)c1,19%
COc1ccc(CC2(CO)CCN(Cc3cccnc3)CC2)cc1,17%

# As entered above:
# aSyn tox rescue with COc1cccc(CNC(=O)Cn2c(SCC(=O)Nc3ccc(F)cc3)nc3ccccc32)c1 stands at -3%
# aSyn tox rescue with Cc1ccc(CNC(=O)c2ccccc2NC(=O)c2nsc3ccccc23)cc1 stands at -3%

# (list continues)
SMILES,aSyn tox rescue
Cn1nc(C(F)(F)F)c(C#N)c1N1CCN(c2ccccn2)CC1,-7%
CCN(C(=O)c1cc(S(=O)(=O)N2CCOCC2)cn1C)c1ccc(OC)cc1,-1%
COc1ccc(C)cc1NC(=O)C(NS(=O)(=O)c1cccs1)c1ccccc1 (configuration not stated),1%
C[C@]12CCC[C@H](O1)c1c(cc3c(c1O)C(=O)c1c(O)cc(O)cc1C3=O)O2,5%
Cc1nc(-c2ccc(S(=O)(=O)Nc3cc(Cl)ccc3C)cc2)co1,u
O=C(COC(=O)Cc1c[nH]c2ccccc12)Nc1c(Cl)cccc1C(F)(F)F,2%
CC1=C(C(=O)Nc2ccccc2Cl)C(c2cccs2)n2ncnc2N1 (configuration not stated),-9%
CC1=C(C(=O)N(C)C)CC(CC(=O)NCCCCc2ccccc2)C(=O)N1CCCN1CCCC1=O (configuration not stated),12%
CC1=C(C(=O)OC2CCCC2)C(c2cccc(Cl)c2Cl)CC(=O)N1 (configuration not stated),8%
O=C(Nc1ccc2oc(-c3ccc(O)c(Br)c3)nc2c1)c1cc2ccccc2o1,-13%
CN(C)C(CNC(=O)c1cccc(NS(=O)(=O)c2ccc(Br)cc2)c1)c1ccco1 (configuration not stated),5%
